From PubChem
TDP1 cell noCPT = qHTS for Inhibitors of human tyrosyl-DNA phosphodiesterase 1 (TDP1): qHTS in cells in absence of CPT; AID 686978, 2013; Potency, µM (doses to about 46.2 µM), without a hit: at the top dose activity change, negative = growth inhibition, most hits filed as inhibitors; DT40 Tdp1-/- hTDP1 cells, no CPT, ATP luminescence, 48 h; actives 15% (n = 420,000); further: nearly all actives have a fitted effect of over 55% in size
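No-CPT arm: Tdp1-/-;hTDP1 DT40 cells (400/well) plus compounds, incubated ≥48 hr at 37 °C. Readout CellTiter-Glo luminescence.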
KAT2A inh = blocks human GCN5L2 histone acetyltransferase | Q92830 | GCN5L2 HAT assay, ThioGlo1 CoA-SH fluorescence | Potency, µM (doses to about 58.9 µM), inactives show at the highest dose activity change, negative = inhibition, hits mostly inhibitors | actives 0.21% (n = 390,000) | AID 504327
Target sequence (Q92830 whole entry, looked up): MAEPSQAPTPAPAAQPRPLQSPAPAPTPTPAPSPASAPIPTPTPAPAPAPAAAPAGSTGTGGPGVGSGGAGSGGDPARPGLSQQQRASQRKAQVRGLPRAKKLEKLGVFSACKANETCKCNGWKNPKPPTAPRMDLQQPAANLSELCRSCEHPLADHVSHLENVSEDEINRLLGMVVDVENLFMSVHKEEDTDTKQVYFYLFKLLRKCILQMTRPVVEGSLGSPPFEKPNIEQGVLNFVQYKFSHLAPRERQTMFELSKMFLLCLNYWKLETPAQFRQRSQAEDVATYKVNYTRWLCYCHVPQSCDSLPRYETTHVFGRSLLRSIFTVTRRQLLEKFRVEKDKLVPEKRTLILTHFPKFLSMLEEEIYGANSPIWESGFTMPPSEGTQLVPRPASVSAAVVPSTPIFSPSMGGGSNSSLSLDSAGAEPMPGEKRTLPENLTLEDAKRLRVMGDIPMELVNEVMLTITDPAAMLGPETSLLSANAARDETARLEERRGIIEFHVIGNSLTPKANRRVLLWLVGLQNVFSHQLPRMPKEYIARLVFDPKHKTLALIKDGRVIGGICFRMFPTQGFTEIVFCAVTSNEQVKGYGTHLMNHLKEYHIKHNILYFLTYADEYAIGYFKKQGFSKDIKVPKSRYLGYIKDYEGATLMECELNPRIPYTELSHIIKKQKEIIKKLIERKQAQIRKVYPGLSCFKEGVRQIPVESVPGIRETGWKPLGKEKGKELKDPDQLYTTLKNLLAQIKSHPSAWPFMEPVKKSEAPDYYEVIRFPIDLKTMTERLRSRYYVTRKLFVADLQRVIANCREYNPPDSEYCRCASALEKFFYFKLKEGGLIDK
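Titration-based screen in which CoA formation is detected via maleimide probe ThioGlo1 (50uM) turning fluorescent on thiol reaction; substrates H3(1-25) 75uM and acetyl-CoA 70uM, GCN5L2 20nM, 20 min incubation at room temperature.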
DT40 TDP1 CPT = growth inhibition of DT40 Tdp1-/-;hTDP1 cells with camptothecin (screen for TDP1 inhibitors); AID 686979; chicken DT40 Tdp1-/-;hTDP1 cells + 20 nM CPT, ATP luminescence, 48 h; Potency, µM (titrated, usually from 46.2 µM), for inactives: at the top dose activity change, negative = growth inhibition, hits mostly inhibitors; actives 12% (n = 420,000); further: nearly all actives have a fitted effect of over 55% in size
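Chicken DT40 Tdp1-/- cells stably complemented with human TDP1 were seeded at 400 cells/well in medium containing 20 nM camptothecin, exposed to pin-transferred compounds, and grown at 37 °C for at least 48 hr. Viability was read as ATP luminescence.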
Numbers without * were called inactive; u = inconclusive; x = not tested or not shown; & = joins results of further samples; [ ] = dose if it differs, or a comment. The call rests on the fitted dose curve; in most records, active means well fitted curve in the direction sought with a large enough effect; inconclusive means small, poorly fitted or top-dose-only effect, or another doubt; inactive means no such curve, though single readings can be large; an effect the other way counts as inactive or inconclusive. On the % scale 0 is the no-effect control and ±100 the full control effect; potency means the concentration at half of the fitted maximal effect. Not all compounds are listed, so the mix of outcomes need not match the whole.

molecule | KAT2A inh | TDP1 cell noCPT | DT40 TDP1 CPT
CC1=C(C(=O)N2CCN(c3ccc(Cl)cc3)CC2)C2(CCC(C)CC2)OC1=O (stereo unspecified) | -4% | u | u
CCC1=C(C)CN(C(=O)NCCc2ccc(S(=O)(=O)NC(=O)NC3CCC(C)CC3)cc2)C1=O (stereo unspecified) | 11%[21.4 µM] | u | -2%&-16%
CCc1c(C(=O)Nc2nnc(C3CC3)s2)csc1C | -5% | -3% | -2%
COC(=O)C1=C(CS(=O)(=O)c2ccc(OC)c(OC)c2)NC(=O)NC1c1ccc(O)c(OC)c1 (stereo unspecified) | -5% | 10% | 11%
COc1ccc(S(=O)(=O)N2CCCCC2)cc1NC(=O)Cc1cccs1 | 0% | -3% | 0%
COc1cc(C(=O)NCC2CCCN2S(=O)(=O)c2cccs2)cc(OC)c1OC (stereo unspecified) | -1% | u | -3%
COc1ccc(-n2c(SCC(=O)Nc3nccs3)nc3sc4c(c3c2=O)CCN(C)C4)cc1 | -4% | u | u
Cc1ccc(-n2nnnc2CN2CCCCC2)cc1 | -4% | 2% | 9%
CCn1cc(C(=O)O)c(=O)c2cc(F)c(N3CCN(C(=S)NC(=O)c4ccccc4F)CC3)cc21 | -3% | 15µM* | -20%
O=C(COC(=O)/C=C/c1ccc(Cl)cc1)Nc1ccc2[nH]c(=O)[nH]c2c1 | 3% | 9% | 10%
CCOc1ccc(C2CC(=O)NC3=C2C(=O)CCC3)cc1 (stereo unspecified) | -2% | 9% | 0%
O=C(c1cc2ccccc2oc1=O)N(Cc1ccc(F)cc1)C1CCS(=O)(=O)C1 (stereo unspecified) | -1% | -5% | -2%
CCC(=O)Nc1ccc(C(=O)CSc2nc3ccccc3cc2CC)cc1 | 0% | -7% | -8%
Cc1onc(-c2c(F)cccc2Cl)c1C(=O)NCC1COc2ccccc2O1 (stereo unspecified) | -8% | u | u
COc1ccc(O)c(C2(O)C(=O)c3ccccc3C2=O)c1 | -6% | -3% | 6%
CCOc1ccc(Cl)cc1-c1cc(C(=O)NCc2cc(C(F)(F)F)cc(C(F)(F)F)c2)[nH]n1 | x | u | 23µM*
CC1=NN(c2nc(N)nc(/C(C#N)=C/c3ccc([N+](=O)[O-])o3)n2)C(C)(C)C1 | x | 0.46µM* | 0.58µM*
COc1cccc(N2CCN(c3ccc(S(=O)(=O)N4CCN(C)CC4)cc3[N+](=O)[O-])CC2)c1 | -7% | u | u
C/C(=N\NC(=S)NCc1ccccc1)c1ccc(Br)cc1 | -3% | u | u
CCCN(CC(=O)Nc1ccccc1OC)C(=O)c1cnc(Cl)c(Cl)c1 | 1% | u | -27%
CCCCSc1nc(C)c(C(C)=O)cc1C#N | -4% | 5% | 13%
COc1ccc(-c2nnc(COc3ccc4ccccc4c3)o2)cc1OC | -9% | u | -16%
COc1ccc(NS(=O)(=O)c2ccc(C)c(C(=O)N(C)CCc3ccc(OC)c(OC)c3)c2)cc1 | -1% | u | u
COc1ccc(CC2(CO)CCN(CC3=Cc4cc(Cl)ccc4OC3)CC2)cc1 | -2% | 6.5µM* | 13µM*
O=C(CCCc1ccccc1)c1ccccc1 | -5% | 11% | -4%
COc1ccc2ccccc2c1/C=N/NC(=O)c1ccc([N+](=O)[O-])cc1 | -11% | -20% | 0%
Fc1cccc(Cc2noc(CN3CCCCC3CCc3ccccn3)n2)c1 (stereo unspecified) | 1% | u | 8%
COc1ccccc1-c1nnc(NC(=O)C(C)SC2=NCCS2)s1 (stereo unspecified) | -2% | u | 21µM*
CN(C)C1=NCCN1CCc1ccc(F)cc1 | -1% | -10% | -1%
CCOC(=O)c1csc(N)c1-c1ccc([N+](=O)[O-])cc1 | u | u | -10%
CCOC(=O)c1nc(NCc2cccc(OC)c2)c2ccccc2n1 | -3% | 16µM* | u
Cn1c(SCC(=O)N2CCN(C(=O)c3ccco3)CC2)nnc1-c1ccc(NS(C)(=O)=O)cc1 | -4% | -2% | -18%
Cc1ccc([C@H]2C[C@H](O)[C@@H](n3cc(-c4ccc(F)cc4)nn3)CN2CC2CCCCC2)cc1 | x | -9% | -8%
Clc1ccc(/C=C/c2ncc3ccccn23)cc1 | -4% | -25% | -21%
N#CC1=C(N)Oc2cc(O)ccc2C1c1ccncc1 (stereo unspecified) | -3% | u | -22%
CC(=O)c1cccc(NC(=S)Nc2ccc(F)cc2)c1 | -6% | -24% | -1%
CCOC(=O)c1cccc(NC(=O)N2CCC(CN3CCc4ccccc4C3)CC2)c1 | -1% | u | u
Cc1ccccc1CN1CCN(Cc2ccccc2C(F)(F)F)CC1 | -1% | u | u
CC1CCCCN1S(=O)(=O)c1cc2c(=O)nc3ccccn3c2cc1Cl (stereo unspecified) | -2% | -18% | 1%
O=C(Cn1nnc(-c2ccccc2)n1)Nc1ccc2c(c1)OCO2 | 2% | -1% | -8%
Cc1ccc(S(=O)(=O)N(C)CC(=O)OCC(=O)NCCc2ccc(S(N)(=O)=O)cc2)cc1 | -9% | -18% | u
C=CC[C@@H](Cc1ccc(F)cc1)C(=O)OC[C@@H]1CCCN1C(=O)[C@H](CC=C)CC(=O)N(CCO)Cc1ccccc1 | -5% | 18µM* | u
CCOC(=O)[C@]12CCC=C1N(Cc1ccc3c(c1)OCO3)C(=O)[C@H](CC(=O)NCCCOC)C2 | x | -27% | -10%
Cc1cc(C)nc(N2CCCC(C(=O)NCCC3=CCCCC3)C2)n1 (stereo unspecified) | 2% | -14% | 1%
CC1(C(=O)NS(=O)(=O)c2ccc(F)cc2F)CCN1C(=O)CC(c1ccccc1)c1ccccc1 (stereo unspecified) | x | u | u
COc1cc(OC)c(NC(=O)c2c(C)oc3ncn(C)c(=O)c23)cc1Cl | -5% | -3% | 3%
CCOc1ccccc1N1CCN(Cc2ccc(Br)s2)CC1 | -5% | u | u
CC(N)c1csc(NC(=O)c2cc(C(C)(C)C)nn2Cc2ccccc2)n1 (stereo unspecified) | x | 21µM* | 18µM*
O=C(Cn1ncc2c3ccccc3n(Cc3cccc(Cl)c3)c2c1=O)N1CCCCCC1 | -16% | 21µM* | 18µM*
CC1CCc2nc(NC(=O)c3cc(C(C)(C)C)nn3C)sc2C1 (stereo unspecified) | -9% | -8% | -12%

Following part:
molecule | KAT2A inh | TDP1 cell noCPT | DT40 TDP1 CPT
O=c1[nH]c2cc(F)ccc2c2ccc(F)cc12 | x | -19% | u
COc1ccc(C(=O)OCC(=O)N2CCc3ccccc3C2)cc1OC | -3% | -18% | u
Cc1ccc2nc(NCc3ccccc3)c3nnnn3c2c1 | -3% | -19% | -21%
CNc1cccc(-c2ccc(N3CCN(C)CC3)nc2)n1 | x | -4% | -6%
O=C(CCCCCCN1C(=O)c2ccccc2C1=O)NC1CCCCC1 | -2% | -25% | -10%
COc1cc(S(=O)(=O)N2CCOCC2)ccc1NC(=O)CSc1nnc(N)s1 | -4% | -1% | 0%
CCOc1ccc(CN2C(=O)c3ccccc3C2=O)cc1C(=O)O | -10% | -7% | 2%
CCCCNC(=O)NS(=O)(=O)c1ccc(NS(=O)(=O)c2ccccc2)cc1 | 1% | -4% | 7%
CCc1c(O)nc(SCC(=O)Nc2ccccc2C)[nH]c1=O | 3% | 3% | -3%
COc1cc(-c2cc(OC)c3c(C)oc(C)c3c(=O)c2)ccc1OC(=O)c1ccccc1C | -4% | 8.2µM* | 5.2µM*
O=C(CN1CCN(S(=O)(=O)c2ccc(F)cc2)CC1)NCC1(N2CCOCC2)CCCCC1 | -2% | -4% | -1%
O=C(COC(=O)c1cccc(F)c1)NC1CC1 | -4% | -24% | -5%
COc1ccc(C)cc1S(=O)(=O)N1CCC(C(=O)N2CCOCC2)CC1 | -1% | -11% | 0%
CCc1ccc(NC(=O)NCc2ccccn2)cc1 | -5% | 4% | -3%
O=C(O)CCC(=O)N1N=C(c2ccco2)CC1c1ccco1 (stereo unspecified) | -21% | 9% | 8%
Cc1ccc(S(=O)(=O)NCCC(=O)N2CCN(S(=O)(=O)c3cccc(F)c3)CC2)cc1C | 3% | -27% | 13%
CC(C)(C)n1nnnc1C(c1cccc(C(F)(F)F)c1)N1CCOCC1 (stereo unspecified) | -6% | -2% | -3%
COc1ccc(OC)c(C2C(C(C)=O)=C(C)Nc3ncnn32)c1 (stereo unspecified) | -1% | 0% | 1%
Cc1cc(CC(C)C)n(-c2nc3ccccc3c(=O)n2OCc2ccccc2)n1 | -9% | u | u
N#Cc1cn(CC(=O)O)c2ccccc12 | -1% | 4% | -19%
O=C(CCCc1ccccc1)Nc1nccs1 | x | -1% | 15%
Cc1nc(-c2cccc(NC(=O)Cc3ccccc3)c2)cs1 | 1% | u | 3%
COc1ccc(C(CNC(=O)c2cccc(S(=O)(=O)Nc3ccc(F)cc3)c2)N2CCOCC2)cc1 (stereo unspecified) | x | -21% | u
COc1ccc(NC(=O)CCCCn2c(=O)[nH]c3ccccc3c2=O)cc1 | -16% | -16% | 10%
CN(C)S(=O)(=O)c1cccc(NC(=O)CN2C(=O)C3C4C=CC(C4)C3C2=O)c1 (stereo unspecified) | 2% | -2% | -2%
COc1ccc(CCNC(=O)C2CCCN(C(=O)c3ccc(Cl)cc3)C2)cc1 (stereo unspecified) | -2% | u | -29%
CCOC(=O)NC(=O)CSc1ccc2ccccc2n1 | -4% | -18% | 6%
O=C(CSc1nc(O)c(C2CCCCC2)c(=O)[nH]1)Nc1ccc(F)cc1 | -6% | -8% | -5%
CC(CNC(=O)CCCn1c(=O)c2cccn2c2ccc(F)cc21)c1ccccc1 (stereo unspecified) | -10% | u | u
COc1ccc(C(=O)Nc2ccc3ccccc3n2)c(OC)c1OC | -2% | u | u
O=C(O)COc1ccccc1Cc1ccccc1 | -1% | -6% | -2%
C[C@@H]1CCCCO[C@H](CN(C)Cc2ccc(C(F)(F)F)cc2)[C@H](C)CN([C@@H](C)CO)C(=O)c2cc(NC(=O)Cc3ccccc3)ccc2O1 | x | 15µM* | 12µM*
O=C(C[C@H]1C/C=C/CC[C@@H](Cc2ccc(F)cc2)C(=O)O[C@@H](c2ccccc2)CNC1=O)NCCO | -5% | u | u
CCN(CC)CCCC(C)NC(=O)c1cc(=O)c2ccccc2o1 (stereo unspecified) | -17% | -3% | 10%
CCN(C(=O)C1CSC2(C)CCC(=O)N12)c1nc2c(C)cccc2s1 (stereo unspecified) | -6% | -3% | u
CCNC(=O)COC(=O)c1cc(S(=O)(=O)N2CCCc3ccccc32)ccc1Cl | 3% | -6% | -16%
CCC(C)n1cnc2c(=O)oc3ccccc3c21 (stereo unspecified) | 1% | -19% | -25%
Cc1ccc2nc(-c3cccc(-c4nc5ccc(C)cc5o4)n3)oc2c1 | x | u | u
CCCN(CCC)c1nc(Cl)nc(NCc2ccco2)n1 | 5% | -24% | -11%
CCC(=O)Nc1ccccc1-c1nc2ccccc2n(CC(=O)Nc2ccc(C)c(C)c2)c1=O | -6% | -29% | u
Cc1cc(C)c(S(=O)(=O)N2CCN(Cc3nc4ccc(C)cc4o3)CC2)c(C)c1 | 27% | u | u
COc1ccc(NC(=O)N2CCN(C(=O)Nc3ccc(OC)cc3)CC2)cc1 | -3% | u | u
CNC(=S)N(CCc1c(C)[nH]c2ccc(C)cc12)Cc1cccnc1 | -6% | -27% | -29%
O=C(CSC(=S)N1CCOCC1)Nc1ccc(S(=O)(=O)Nc2ncccn2)cc1 | -4% | 29% | -7%
CCOC(=O)C(C)NC(=O)CCc1nnc2ccc(N3CCC(C)CC3)nn12 (stereo unspecified) | 6% | u | u
CC(C)CNc1ncnc2c1ncn2[C@H]1CN(Cc2ccc(F)cc2)C[C@@H](CO)O1 | x | -23% | u

Only DT40 TDP1 CPT, for 2 of the compounds above:
Compound,DT40 TDP1 CPT
O=C(CSC(=S)N1CCOCC1)Nc1ccc(S(=O)(=O)Nc2ncccn2)cc1,-7%
CCOC(=O)C(C)NC(=O)CCc1nnc2ccc(N3CCC(C)CC3)nn12 (stereo unspecified),u

Quoted at random: 5 entries already listed
molecule | KAT2A inh | TDP1 cell noCPT | DT40 TDP1 CPT
O=C(O)COc1ccccc1Cc1ccccc1 | -1% | -6% | -2%
O=C(CSC(=S)N1CCOCC1)Nc1ccc(S(=O)(=O)Nc2ncccn2)cc1 | -4% | 29% | -7%
Cc1ccc2nc(-c3cccc(-c4nc5ccc(C)cc5o4)n3)oc2c1 | x | u | u
CCC(=O)Nc1ccccc1-c1nc2ccccc2n(CC(=O)Nc2ccc(C)c(C)c2)c1=O | -6% | -29% | u
O=C(CSc1nc(O)c(C2CCCCC2)c(=O)[nH]1)Nc1ccc(F)cc1 | -6% | -8% | -5%
